PLCg1 inh – inhibitors of human phospholipase C gamma1. P19174. purified PLC-gamma1, fluorogenic substrate, fluorescence. inhibition, % at 12.2 µM. 370,000 tested, 0.84% active; in the data active = inhibition above about 9.5%
Tn6 DDE FP – inhibitors of Tn6 peptide binding to human fibrin DD(E) | inhibition, % at 8.3 µM | Fibrin DD(E) TRITC-Tn6 fluorescence polarization displacement | P02675 | 370,000 tested, 0.21% active;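 active = inhibition above a per-campaign cutoff: mean of compounds within control limits plus 3 SD, cut at about 15% in these data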;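 note: 0% = median of all compound wells on the plate and 100% = blocking peptide control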
ADAM10 inh – inhibits human ADAM10 | O14672 | recombinant ADAM10, EDANS/DABCYL FRET peptide cleavage, 3 h | inhibition, % at 7 µM | 370,000 tested, 0.62% active;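 active = inhibition above a per-campaign cutoff equal to the mean of compounds falling between control-based bounds plus 3 SD, cut at about 20% in these data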;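 note: 0% = DMSO wells while the 100% control is not disclosed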
proKLK7 act – activators of human kallikrein-7 zymogen; P49862; purified proKLK7, EDANS-DABCYL substrate fluorescence; 100% is mature enzyme control, 0% vehicle; activation, % at 7 µM; 370,000 tested, 0.9% active; AID 652039;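 active = activation above the mean of all tested compounds plus 3 SD, computed per campaign excluding outliers beyond control limits, cut at about 13% in these data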
Tn7 DDE FP – DD(E)-Tn7 binding inhibition, primary FP screen. P02675. FP displacement of FITC-Tn7 peptide from fibrin DD(E); 0% = median of compound wells per plate. inhibition, % at 8.3 µM. 370,000 tested, 0.13% active. AID 720508;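 active = inhibition above the mean of compounds falling within the control limits plus 3 SD of them, cut at about 14% in these data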;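 note: 0% = plate median of compound wells and 100% = 10 µM Aha-Tn7 peptide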
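Test system: human clot-derived fibrin DD(E) complex / Quantity: 2 µM final DD(E) protein / Incubation: 10 min plus 3 h, room temperature / Measured by: fluorescence polarization / Benchmarks: high control of 10 µM Aha-Tn7 peptide / Replicates: singlicate testing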
ASAP1 inh – blocks human ASAP1-stimulated Arf1 GTP hydrolysis; Q9ULH1; GDP FP detection; inhibition, % at 16.5 µM; 360,000 tested, 0.19% active; in the data active = inhibition above about 25%;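 note: 0% = vehicle with enzyme and substrate and 100% = no enzyme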
Target sequence (Q9ULH1 325-724 limits assumed): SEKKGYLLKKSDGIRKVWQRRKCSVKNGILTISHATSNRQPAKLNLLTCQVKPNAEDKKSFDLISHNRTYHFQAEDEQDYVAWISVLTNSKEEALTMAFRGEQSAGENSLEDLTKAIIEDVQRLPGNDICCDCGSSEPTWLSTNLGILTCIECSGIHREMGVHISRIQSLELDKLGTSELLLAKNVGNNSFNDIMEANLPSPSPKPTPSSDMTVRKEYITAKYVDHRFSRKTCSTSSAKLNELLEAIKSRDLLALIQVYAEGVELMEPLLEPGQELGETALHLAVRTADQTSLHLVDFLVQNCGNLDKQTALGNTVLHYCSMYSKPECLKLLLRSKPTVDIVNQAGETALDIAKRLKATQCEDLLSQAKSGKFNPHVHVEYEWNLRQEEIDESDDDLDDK
ADAM17 inh – ADAM17 inhibition, QFRET primary screen; recombinant ADAM17, EDANS/DABCYL FRET peptide cleavage; inhibition, % at 6.95 µM; 370,000 tested, 0.83% active; AID 720648;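 active = inhibition above the mean of compounds lying between control limits plus 3 SD, set per campaign, cut at about 8.5% in these data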;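 note: 0% = DMSO-only wells as the low control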
ARFGAP1 inhibitor – rat ARFGAP1 inhibition; Q62848; Arfgap1-stimulated ARF1 GTP hydrolysis, GDP FP detection; inhibition, % at 16.5 µM; 360,000 tested, 0.26% active; AID 651572;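 active = inhibition above a per-plate limit, mean inhibition of low control wells plus 3 SD, cut at about 25% in these data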;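 note: 0% = DMSO wells with enzyme and 100% = wells lacking Arfgap1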
Target sequence (Q62848 1-136 limits assumed): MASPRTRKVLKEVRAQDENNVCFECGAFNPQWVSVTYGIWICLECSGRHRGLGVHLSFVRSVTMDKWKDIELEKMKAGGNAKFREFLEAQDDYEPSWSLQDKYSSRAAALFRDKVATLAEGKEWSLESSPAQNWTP
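Material: rat Arfgap1 GAP domain (His6, aa 1-136), purified enzyme. Also added: human ARF1(Δ1-17)-GTP substrate. Compound dosing: 16.5 µM single point, 1.26% DMSO. Timing: enzyme reaction 120 min at 25 °C after 20 min preincubation. Signal: GDP detection by fluorescence polarization. Read-out basis: percent inhibition of GAP-stimulated GDP formation, scaled between DMSO and no-Arfgap1 medians.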
LEDGF integ inh – blocks HIV-1 LEDGF/p75-dependent DNA integration; AID 743269; TR-FRET IN-LEDGF/p75 DNA integration, Eu/Cy5; 370,000 tested, 0.64% active; inhibition, % at 3.7 µM;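 active = inhibition above the screen-wide mean plus 3 SD, cut at about 13% in these data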;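 note: signal is the Cy5 over europium emission ratio at 671 and 618 nm; 0% = plate median of compound wells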
TDP2 inh – TDP2 (human) inhibition, absorbance primary screen; recombinant TDP2, T5PNP hydrolysis, p-nitrophenol absorbance 415 nm; AID 720702; inhibition, % at 12.8 µM; 370,000 tested, 0.34% active;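 active = inhibition above the mean of all tested compounds plus 3 SD, set per campaign, cut at about 25% in these data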;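 note: 0% = DMSO with enzyme and 100% = buffer with substrate but no TDP2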
Target sequence (O95551 whole entry, looked up): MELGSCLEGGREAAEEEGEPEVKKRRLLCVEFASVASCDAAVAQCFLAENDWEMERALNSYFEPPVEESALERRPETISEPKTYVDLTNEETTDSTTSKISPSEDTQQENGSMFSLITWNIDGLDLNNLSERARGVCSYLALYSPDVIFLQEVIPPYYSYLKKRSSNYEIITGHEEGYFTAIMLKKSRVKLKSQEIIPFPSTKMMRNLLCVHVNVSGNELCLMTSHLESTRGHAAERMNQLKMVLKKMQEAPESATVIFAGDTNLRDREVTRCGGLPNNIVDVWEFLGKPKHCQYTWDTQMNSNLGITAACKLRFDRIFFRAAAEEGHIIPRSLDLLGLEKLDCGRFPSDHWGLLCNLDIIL
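System – recombinant human TDP2 · Amount – 120 nM TDP2 per well · Buffer or medium – Mg2+-containing Tris-HCl buffer, pH 7.5 · Reagent – T5PNP substrate, 5 mM · Dosing – 12.8 µM single point, 1% DMSO · Incubation – 2 h at 37 °C · Measured by – epi absorbance · Read-out basis – percent inhibition · Benchmarks – high control without enzyme, low control DMSO plus TDP2 · Repeats – singlicate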
Numbers without * were called inactive.

For COc1ccccc1C(=O)COC(=O)c1cc(=O)[nH]c2ccccc12 the results were PLCg1 inh -5, Tn6 DDE FP 6, ADAM10 inh -19, proKLK7 act -3.0, Tn7 DDE FP 0, ASAP1 inh 1, ADAM17 inh -11, ARFGAP1 inhibitor -1, LEDGF integ inh -3 and TDP2 inh -4.
For Cc1ccc(S(=O)(=O)NCC(=O)N(c2ccccc2)C(C(=O)NCc2ccccc2)c2ccco2)cc1 (configuration not stated) the results were PLCg1 inh 3, Tn6 DDE FP 5, ADAM10 inh 6, proKLK7 act -0.3, Tn7 DDE FP -2, ASAP1 inh -13, ADAM17 inh 6, ARFGAP1 inhibitor 1, LEDGF integ inh 2 and TDP2 inh -13.
Screening S=c1nn[nH]c2ccccc12 returned PLCg1 inh 8, Tn6 DDE FP -6, ADAM10 inh -15, proKLK7 act -0.2, Tn7 DDE FP 3, ASAP1 inh -3, ADAM17 inh -1, ARFGAP1 inhibitor 1, LEDGF integ inh -6 and TDP2 inh 1.
Cc1ccc(O)c(N=Cc2cc(Cc3ccccc3)cc([N+](=O)[O-])c2O)c1 was read as PLCg1 inh 7, Tn6 DDE FP -7, ADAM10 inh 38*, proKLK7 act 0.1, Tn7 DDE FP -6, ASAP1 inh 2, ADAM17 inh 19*, ARFGAP1 inhibitor -18, LEDGF integ inh 19* and TDP2 inh -23.
`COc1ccc(-c2csc(NC(=O)Cc3ccccc3)n2)cc1OC` gave PLCg1 inh -1, Tn6 DDE FP -4, ADAM10 inh 10, proKLK7 act 1.0, Tn7 DDE FP 6, ASAP1 inh 6, ADAM17 inh 2, ARFGAP1 inhibitor 4, LEDGF integ inh 3 and TDP2 inh 11.
For O=C(c1ccc(Cn2cc(Br)cn2)o1)n1cccn1 the results were PLCg1 inh 1, Tn6 DDE FP 6, ADAM10 inh -4, proKLK7 act -0.6, Tn7 DDE FP 4, ASAP1 inh -5, ADAM17 inh -3, ARFGAP1 inhibitor 1, LEDGF integ inh -1 and TDP2 inh 3.
`Cc1nnc(NC(=O)CCn2c(=O)oc3ccccc32)s1` gave PLCg1 inh -1, Tn6 DDE FP -3, ADAM10 inh -5, proKLK7 act 0.7, Tn7 DDE FP -6, ASAP1 inh -4, ADAM17 inh -4, ARFGAP1 inhibitor 3, LEDGF integ inh 0 and TDP2 inh 7.
Cc1c(S(=O)(=O)N2CCN(C(c3ccccc3)c3ccccc3)CC2)c(=O)n(C)c(=O)n1C was read as PLCg1 inh 4, Tn6 DDE FP 0, ADAM10 inh -5, proKLK7 act 0.3, Tn7 DDE FP 3, ASAP1 inh 13, ADAM17 inh -5, ARFGAP1 inhibitor -3, LEDGF integ inh -1 and TDP2 inh -13.
`CCCCCCCc1n[nH]c(=S)n1Cc1ccccc1` gave PLCg1 inh -3, Tn6 DDE FP 6, ADAM10 inh 5, proKLK7 act 0.5, Tn7 DDE FP 6, ASAP1 inh -2, ADAM17 inh 4, ARFGAP1 inhibitor 4, LEDGF integ inh -1 and TDP2 inh 1.
Screening CCC(C)NS(=O)(=O)c1ccc(S(=O)(=O)N(CCc2ccc(OC)c(OC)c2)Cc2cccs2)cc1 (configuration not stated) returned PLCg1 inh 1, Tn6 DDE FP -5, ADAM10 inh 17, proKLK7 act 0.8, Tn7 DDE FP 6, ASAP1 inh 12, ADAM17 inh 8.9*, ARFGAP1 inhibitor 6, LEDGF integ inh -4 and TDP2 inh -7.
`CS(=O)(=O)N1CCN(c2ccc([N+](=O)[O-])c(NCCN3CCOCC3)c2)CC1` gave PLCg1 inh 0, Tn6 DDE FP 0, ADAM10 inh 2, proKLK7 act 0.3, Tn7 DDE FP 2, ASAP1 inh -11, ADAM17 inh 0, ARFGAP1 inhibitor -3, LEDGF integ inh -2 and TDP2 inh -11.
For CCN(CC)S(=O)(=O)c1ccc(NS(=O)(=O)c2ccc(F)cc2)cc1 the results were PLCg1 inh 1, Tn6 DDE FP 6, ADAM10 inh -3, proKLK7 act -0.4, Tn7 DDE FP 8, ASAP1 inh -3, ADAM17 inh -5, ARFGAP1 inhibitor 11, LEDGF integ inh 0 and TDP2 inh 8.
Nc1cccc(C(=O)Nc2cccc3ncccc23)c1 was read as PLCg1 inh 2, Tn6 DDE FP 8, ADAM10 inh 1, proKLK7 act 0.2, Tn7 DDE FP 1, ASAP1 inh 0, ADAM17 inh 3, ARFGAP1 inhibitor -1, LEDGF integ inh 3 and TDP2 inh -6.
CCn1c(SCC(=O)NC2=NCCS2)nnc1C(C)NC(=O)c1ccccc1F (configuration not stated) was read as PLCg1 inh 4, Tn6 DDE FP 8, ADAM10 inh -19, proKLK7 act -0.1, Tn7 DDE FP 4, ASAP1 inh 3, ADAM17 inh -5, ARFGAP1 inhibitor 11, LEDGF integ inh -8 and TDP2 inh -2.
For O=C(/C=C/c1ccc(Cl)cc1Cl)Nc1cccc(S(=O)(=O)NC2=NCCC2)c1 the results were PLCg1 inh -1, Tn6 DDE FP -13, ADAM10 inh 10, proKLK7 act -0.2, Tn7 DDE FP -3, ASAP1 inh 15, ADAM17 inh 2, ARFGAP1 inhibitor 8, LEDGF integ inh 1 and TDP2 inh 5.
`CC(C)c1cc(C(N)=O)c(NC(=O)c2cccc(COc3ccc(Cl)cc3)c2)s1` gave PLCg1 inh -259, Tn6 DDE FP 15, ADAM10 inh -6, proKLK7 act -24, Tn7 DDE FP 7, ASAP1 inh -3, ADAM17 inh -6, ARFGAP1 inhibitor 9, LEDGF integ inh 0 and TDP2 inh 0.
For CC(C)(C)[C@H]1COC(=O)[C@@H](Cc2ccc(F)cc2)C/C=C\C[C@@H](CC(=O)N[C@@H](CO)Cc2ccccc2)C(=O)N1 the results were PLCg1 inh 1, Tn6 DDE FP 0, ADAM10 inh 8, proKLK7 act 0.7, Tn7 DDE FP 2, ASAP1 inh 11, ADAM17 inh -2, ARFGAP1 inhibitor -11, LEDGF integ inh -2 and TDP2 inh -1.
CCN(CC(=O)Nc1ccc(OC)cc1)C(=O)c1ccc(NS(=O)(=O)c2ccc(C(C)=O)cc2)cc1 was read as PLCg1 inh 0, Tn6 DDE FP 0, ADAM10 inh -4, proKLK7 act -0.1, Tn7 DDE FP 9, ASAP1 inh -7, ADAM17 inh -4, ARFGAP1 inhibitor 1, LEDGF integ inh -4 and TDP2 inh -4.
Screening CCn1c(Cc2c(C)[nH]c3ccccc23)n[nH]c1=S returned PLCg1 inh -2, Tn6 DDE FP 7, ADAM10 inh 1, proKLK7 act 2.5, Tn7 DDE FP -1, ASAP1 inh -4, ADAM17 inh -7, ARFGAP1 inhibitor 13, LEDGF integ inh -2 and TDP2 inh -4.
Screening CC(c1ccccc1)n1c(-c2ccc(Cl)cc2)n[nH]c1=S (configuration not stated) returned PLCg1 inh 1, Tn6 DDE FP -3, ADAM10 inh 3, proKLK7 act 0.2, Tn7 DDE FP 6, ASAP1 inh -4, ADAM17 inh -4, ARFGAP1 inhibitor -3, LEDGF integ inh 0 and TDP2 inh -1.

Reprinted at random: two entries already listed
For CC(C)(C)[C@H]1COC(=O)[C@@H](Cc2ccc(F)cc2)C/C=C\C[C@@H](CC(=O)N[C@@H](CO)Cc2ccccc2)C(=O)N1 the results were PLCg1 inh 1, Tn6 DDE FP 0, ADAM10 inh 8, proKLK7 act 0.7, Tn7 DDE FP 2, ASAP1 inh 11, ADAM17 inh -2, ARFGAP1 inhibitor -11, LEDGF integ inh -2 and TDP2 inh -1.
CCN(CC(=O)Nc1ccc(OC)cc1)C(=O)c1ccc(NS(=O)(=O)c2ccc(C(C)=O)cc2)cc1 was read as PLCg1 inh 0, Tn6 DDE FP 0, ADAM10 inh -4, proKLK7 act -0.1, Tn7 DDE FP 9, ASAP1 inh -7, ADAM17 inh -4, ARFGAP1 inhibitor 1, LEDGF integ inh -4 and TDP2 inh -4.

(further entries)
Screening COCCNc1oc(-c2ccccc2Cl)nc1S(=O)(=O)c1ccc(C)cc1 returned PLCg1 inh 0, Tn6 DDE FP 2, ADAM10 inh -1, proKLK7 act -0.1, Tn7 DDE FP 4, ASAP1 inh -2, ADAM17 inh 5, ARFGAP1 inhibitor -9, LEDGF integ inh 6 and TDP2 inh -1.
For Cc1ccc(S(=O)(=O)N(C)c2ccc(OCC(=O)NCC3(N(C)C)CCCCC3)cc2)cc1 the results were PLCg1 inh -3, Tn6 DDE FP 6, ADAM10 inh -7, proKLK7 act 0.0, Tn7 DDE FP 0, ASAP1 inh -6, ADAM17 inh -7, ARFGAP1 inhibitor 17, LEDGF integ inh 0 and TDP2 inh -12.
CC(C)CC1NC(=O)c2cccnc2-n2c1nc1cc(F)c(F)cc1c2=O (configuration not stated) was read as PLCg1 inh 0, Tn6 DDE FP 0, ADAM10 inh -13, proKLK7 act 0.7, Tn7 DDE FP 5, ASAP1 inh -1, ADAM17 inh -8, ARFGAP1 inhibitor -7, LEDGF integ inh -5 and TDP2 inh 3.
`Cc1cccc(C(C(=O)NC2CCCC2)N(C(=O)c2csnn2)C2CCCC2)c1` (configuration not stated) gave PLCg1 inh 0, Tn6 DDE FP -3, ADAM10 inh 2, proKLK7 act 0.3, Tn7 DDE FP 3, ASAP1 inh 8, ADAM17 inh 0, ARFGAP1 inhibitor 3, LEDGF integ inh -3 and TDP2 inh -9.
Screening Cc1ccc(NC(=O)C2=C(C(=O)O)CCCC2)cc1F returned PLCg1 inh 0, Tn6 DDE FP -1, ADAM10 inh 1, proKLK7 act 0.0, Tn7 DDE FP 0, ASAP1 inh 6, ADAM17 inh -1, ARFGAP1 inhibitor -1, LEDGF integ inh 0 and TDP2 inh 18.
O=C(O)C/C(=C\c1ccc(Cl)cc1)c1nc2ccccc2o1 was read as PLCg1 inh -13, Tn6 DDE FP 0, ADAM10 inh -12, proKLK7 act -0.1, Tn7 DDE FP 3, ASAP1 inh 5, ADAM17 inh -4, ARFGAP1 inhibitor -5, LEDGF integ inh -1 and TDP2 inh -3.
Screening COc1ccc(S(=O)(=O)Cc2ccc(C(=O)N3CCN(Cc4ccccc4)CC3)o2)cc1 returned PLCg1 inh -2, Tn6 DDE FP -4, ADAM10 inh -10, proKLK7 act 0.5, Tn7 DDE FP -2, ASAP1 inh 6, ADAM17 inh -1, ARFGAP1 inhibitor 4, LEDGF integ inh 2 and TDP2 inh 5.

Outcome played no part in choosing rows; 4.2% or so of the library scored in one or more.
